HRas wt GTP bind = modulators of GTP binding to HRas wildtype, primary screen, biochemical, bead-based flow cytometry, multiplex | hit rate 0.14% among 190,000 | GTPase HRas (Homo sapiens), P01112 | GST-Ras wt beads, Bodipy-FL-GTP binding; actives lie on both sides | GTP binding activity, % at 10 µM;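 active = GTP binding activity at least 20% away from the 100% baseline, either lowered as inhibitor or raised as activator; inconclusive = flagged as likely green fluorescent, judged across all proteins in the well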;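 also: 0% = unlabeled GTP competition control and 100% = no-compound control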
Rac1 mut GTP = GTP binding modulators of activated mutant Rac1, primary screen, biochemical, bead-based flow cytometry, multiplex, fluorescent GTP; Ras-related C3 botulinum toxin substrate 1 (Homo sapiens), P63000; GST-Rac1 activated beads; actives lie on both sides; 100% means binding = to untreated wells; percent activity (GTP binding), % at 10 µM; hit rate 0.11% among 190,000;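 active = GTP binding at least 20 percentage points away from the 100% baseline, in either direction, so actives lie on both sides; inconclusive = Compound likely fluorescent itself, or too few beads counted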
Mcl1-Noxa inh = Mcl-1/Noxa binding inhibitors, primary screen, biochemical, TR-FRET, 1536-well | TR-FRET Mcl-1/Noxa peptide binding, 2 h | hit rate 1.5% among 220,000 | AID 1022, 2008 | inhibition, % at 21.7 µM;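 active = compounds that cut the protein-peptide binding signal by more than 50% relative to plate controls in a single-dose test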;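 also: His-tagged Mcl-1 with rhodamine Noxa BH3 peptide and terbium anti-His antibody; 0% = Mcl-1 plus Noxa peptide wells and 100% = peptide-only wells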
Target sequence (Q07820 whole entry, looked up): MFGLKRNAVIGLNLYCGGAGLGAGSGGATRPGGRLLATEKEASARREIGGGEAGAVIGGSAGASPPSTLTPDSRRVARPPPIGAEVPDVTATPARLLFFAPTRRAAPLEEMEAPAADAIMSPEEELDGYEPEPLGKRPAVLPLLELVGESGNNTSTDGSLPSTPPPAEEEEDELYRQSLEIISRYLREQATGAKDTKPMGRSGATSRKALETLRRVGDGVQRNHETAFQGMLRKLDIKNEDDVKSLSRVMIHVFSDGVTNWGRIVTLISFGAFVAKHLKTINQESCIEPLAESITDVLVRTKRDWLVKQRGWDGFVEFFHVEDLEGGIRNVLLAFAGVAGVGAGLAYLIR
Rab2 wt GTP = modulators of GTP binding to Rab2A wildtype, primary screen, biochemical, dog, bead-based flow cytometry, multiplex; Ras-related protein Rab-2A (Canis lupus familiaris), P61105; GST-Rab2 wt beads, Bodipy-GTP binding; GTP binding activity, % at 10 µM; hit rate 0.19% among 190,000; AID 760, 2007;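 active = GTP binding activity at least 20 points away from 100%, either lowered or raised; inconclusive = signal likely due to the compound's own green fluorescence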;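 also: 0% = beads with excess unlabeled GTP and 100% = no-compound control corrected for plate trend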
RGS8-Gao = RGS8-Galphao binding modulators, primary screen, biochemical, multiplexed bead flow cytometry | Guanine nucleotide-binding protein G(o) subunit alpha (Homo sapiens), P09471 | actives lie on both sides | response (percent of control binding), % at 10 µM | hit rate 0.34% among 220,000 | AID 1423, 2008; in the data active = response below about 60% or above about 140%; inactive = in between;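 also: Galphao activated as the GDP aluminium fluoride complex binding bead-coupled RGS8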
Target sequence (P09471 whole entry, looked up): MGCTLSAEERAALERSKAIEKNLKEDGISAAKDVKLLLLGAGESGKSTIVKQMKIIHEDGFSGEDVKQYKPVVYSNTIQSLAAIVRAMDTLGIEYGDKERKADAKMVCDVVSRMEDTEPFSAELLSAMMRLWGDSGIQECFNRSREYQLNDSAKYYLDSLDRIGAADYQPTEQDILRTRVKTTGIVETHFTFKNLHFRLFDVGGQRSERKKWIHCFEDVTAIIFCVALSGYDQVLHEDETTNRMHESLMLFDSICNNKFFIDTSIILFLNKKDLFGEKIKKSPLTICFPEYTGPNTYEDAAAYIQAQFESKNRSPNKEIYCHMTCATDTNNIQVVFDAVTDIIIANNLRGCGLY
Bim-Mcl-1 = inhibitors of Bim peptide binding to Mcl-1, primary screen, biochemical, bead-based flow cytometry, multiplex; Induced myeloid leukemia cell differentiation protein Mcl-1 (Homo sapiens), Q07820; hit rate 0.1% among 190,000; inhibition, % at 10 µM; AID 1009, 2008; Bim peptide-Mcl-1 binding; in the data active = inhibition above about 40%;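 also: 0% = no compound tracer wells and 100% = peptide blocker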
Cdc42 wt GTP = modulators of GTP binding to wildtype Cdc42, primary screen, biochemical, multiplex bead flow cytometry, Bodipy-GTP; Cell division control protein 42 homolog (Homo sapiens), P60953; GST-Cdc42 beads; actives lie on both sides; percent activity (GTP binding), % at 10 µM; hit rate 0.2% among 190,000; AID 761, 2007;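 active = percent activity GTP binding at least 20 points away from the 100% baseline, either down as inhibitor or up as activator; inconclusive = compound flagged as likely green fluorescent from well-wide comparison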;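 also: median bead fluorescence of bound Bodipy-FL-GTP at 100 nM; 0% = excess unlabeled GTP control and 100% = no compound control; below 100% means less GTP binding so inhibitor and above means activator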
Target sequence (P60953 whole entry, looked up): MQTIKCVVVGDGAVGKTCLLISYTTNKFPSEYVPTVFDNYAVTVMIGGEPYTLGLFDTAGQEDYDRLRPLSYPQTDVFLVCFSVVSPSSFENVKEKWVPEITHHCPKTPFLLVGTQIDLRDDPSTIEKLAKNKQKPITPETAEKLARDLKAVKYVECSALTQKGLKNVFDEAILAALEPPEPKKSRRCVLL
Rab7 wt modul = modulators of GTP binding to Rab7, primary screen, biochemical, wildtype, multiplex bead flow cytometry; GTP binding activity (percent of control), % at 10 µM; GST-Rab7 beads, fluorescent GTP binding; actives lie on both sides; untreated = 100%, excess cold GTP = 0%; hit rate 0.055% among 190,000; AID 758, 2007;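 active = fluorescent GTP binding to Rab7 beads changed by at least 20 points from the 100% baseline, either direction, mostly lower; inconclusive = compound itself probably fluorescent, or too few beads counted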;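 also: median green fluorescence of bound Bodipy-FL-GTP per Rab7 bead population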
Pf gametocyte = late stage P. falciparum gametocyte viability inhibitors, primary screen, ATP luminescence, HTS; P. falciparum stage V gametocytes, 24 h; hit rate 0.065% among 150,000; inhibition, % at 10.9 µM;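 active = inhibition above the mean plus 3 SD of compounds within the control limits, set per campaign, cut at about 38% in these data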;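 also: 0% = DMSO wells and 100% = medium only without gametocytes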
Mcl1-Bid inh = Mcl-1/Bid binding inhibitors, primary screen, biochemical, TR-FRET, 1536-well. inhibition, % at 21.7 µM. TR-FRET Mcl-1/Bid-Dy647 peptide binding. hit rate 0.97% among 220,000. AID 1021, 2008;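 active = compounds that cut the binding signal by more than half at the single screening dose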;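 also: His-tagged Mcl-1 with europium anti-His antibody binding Bid BH3 peptide; 0% = Mcl-1 plus peptide wells and 100% = peptide-only wells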
Rac1 wt GTP bind = wildtype Rac1 GTP binding modulators, primary screen, biochemical, GST-Rac1 beads, flow cytometry, multiplex | fluorescent GTP binding; actives lie on both sides; 0 = cold GTP competed, 100 = untreated | hit rate 0.27% among 190,000 | Ras-related C3 botulinum toxin substrate 1 (Homo sapiens), P63000 | AID 757, 2007 | GTP binding activity (% of control), % at 10 µM;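 active = GTP binding activity at least 20 points away from the 100% control level, either lower or higher; inconclusive = compound flagged as likely green fluorescent, judged across all proteins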
The depositor's hits bear a star; ? = inconclusive; · = not tested or not shown.

Results follow in this order: HRas wt GTP bind	Rac1 mut GTP	Mcl1-Noxa inh	Rab2 wt GTP	RGS8-Gao	Bim-Mcl-1	Cdc42 wt GTP	Rab7 wt modul	Pf gametocyte	Mcl1-Bid inh	Rac1 wt GTP bind
- O=C(CCCc1ccccc1)Nc1cccc(C(=O)O)c1
    97	96	6	97	102	-1	96	102	-19	-6	97
- O=C(CCC1CCCCC1)Nc1nccs1
    100	96	-2	98	93	-5	96	104	8	-10	100
- COc1ccc(-c2nc(CS(=O)CC(=O)NCCC3=CCCCC3)c(C)o2)cc1 (stereo not given)
    98	96	13	101	104	-1	99	98	·	-14	102
- CC(C(=O)N1CCCCC1)n1ncn2cccc2c1=O (stereo not given)
    102	101	1	102	100	-5	103	102	·	-4	105
- CCOc1nc(-c2ccc(Cl)cc2Cl)ccc1C#N
    95	91	6	94	105	0	96	95	5	-7	95
- CCOc1ccc(S(=O)(=O)N(CCO)CCO)cc1-c1nc2c(C(C)(C)C)nn(C)c2c(=O)[nH]1
    98	99	1	98	98	-4	99	97	·	3	101
- CSc1nnc2c(n1)OC(c1cccn1C)N(C(C)=O)c1ccccc1-2 (stereo not given)
    96	95	2	93	104	2	95	93	·	-58	95
- Cc1ccc(NC(=S)NC(=O)c2c(-c3ccccc3Cl)noc2C)cc1
    102	99	14	102	103	3	101	98	-1	-3	101
- Cc1ccc(OS(=O)Nc2cccc3nccnc23)cc1 (stereo not given)
    98	94	2	97	100	-9	100	97	16	-6	98
- Cc1csc2nc(CNC(=O)C3CCCCC3)cn12
    103	98	16	100	100	2	102	105	·	-29	103
- CC(=O)n1cc([C@H]2C=C(C(=O)Nc3ccccc3)O[C@@H](OCc3ccc(CO)cc3)C2)c2ccccc21
    97	97	7	97	98	-2	96	103	·	6	101
- COC(=O)c1nn(-c2ccc(Cl)cc2)c(=O)cc1Sc1ccccn1
    104	100	11	103	102	0	103	103	4	1	102
- O=C(CN1CCCC1)N1CCCC(c2ccc(F)cc2)c2ccc(F)cc21 (stereo not given)
    98	101	23	98	105	0	99	104	13	28	101
- O=C(NCc1ccc(Cl)cc1)C(=O)N/N=C/c1ccc(Br)cc1
    94	94	-11	97	97	-3	96	102	-14	2	94
- Cc1cccc(C)c1N1CCN(S(=O)(=O)N2CCCCC2)CC1
    96	95	17	94	103	0	98	97	·	-11	98
- c1ccc(Cc2noc(CN3CCN(C4CCc5ccccc5C4)CC3)n2)cc1 (stereo not given)
    96	93	23	96	103	-3	94	105	-3	-47	99
- CCOC(=O)c1ccc(NC(=S)NCc2cccnc2)cc1
    99	99	0	103	103	2	106	99	-1	-67	111
- CCN(CC)S(=O)(=O)c1ccc(Cl)c(C(=O)NCc2ccccc2Cl)c1
    108	103	-2	107	107	-5	108	102	·	-10	106
- Cc1ccc(-n2cnc3sc(C)c(C)c3c2=O)cc1
    100	93	16	102	98	-2	96	108	-6	-15	96
- OCc1cn(-c2ccccc2)nc1-c1ccc2c(c1)OCCO2
    100	100	7	100	99	-1	101	101	-23	-2	101
- C#CC(CC)(CC)NC(=O)NC1CCCCC1
    99	98	1	100	106	0	100	106	7	-37	98
- c1ccc(CNc2nc3ccccc3n3cnnc23)nc1
    101	100	-5	102	100	-1	104	100	·	-10	104
- COc1ccc(NC(=O)c2cn(CCC#N)nc2-c2cc3ccccc3o2)cc1
    98	98	13	100	99	0	97	104	-25	-15	99
- O=C1CCc2cc(S(=O)(=O)N3CCCC3C(=O)N3CCN(c4ccccc4F)CC3)ccc2N1 (stereo not given)
    103	100	26	103	103	-2	106	103	·	-16	105
- CCOc1ccc(CN2CCN(Cc3ccc(C)o3)CC2CCO)cc1 (stereo not given)
    99	96	-1	98	101	-3	99	98	-5	-52	100
- CCN(CC)c1ccc(N=Cc2ccc(N(CC)CC)cc2O)cc1
    108	102	40	109	92	-3	111	111	·	-103	112
- CCOc1ccc(S(=O)(=O)NCc2ccc(OC)cc2)c2cccnc12
    99	98	4	99	102	-2	100	99	·	2	105
- c1ccc2sc(NC3=NCN(Cc4ccc5c(c4)OCO5)CN3)nc2c1
    100	99	8	101	104	-1	101	97	-14	-5	102
- CS(=O)(=O)Nc1ccc(C(=O)Nc2ccccc2Sc2ccccc2)cc1
    99	100	18	96	104	-4	103	94	·	11	101
- Cc1ccc(NC(=O)CC2COc3ccccc3O2)cc1 (stereo not given)
    98	96	-3	98	99	-1	99	100	-7	-10	100
- COc1ccc(/C=C/C(=O)N/C(=C\c2ccco2)C(=O)NCCc2nc3ccccc3[nH]2)cc1
    101	100	15	100	100	-4	104	100	1	-50	103
- CCc1nc(C)cn1S(=O)(=O)c1cc(C)c(OC)cc1C
    99	98	0	100	96	-1	100	100	·	-12	101
- CCC(=O)Nc1ccc(C(=O)N/N=C/c2c(C)[nH]c3ccccc23)cc1
    99	97	9	105	102	0	95	104	·	-35	96
- C/C(=N\NC(=O)C1COc2ccccc2O1)c1ccc(N2CCOCC2)cc1 (stereo not given)
    88	89	0	89	104	3	87	88	-3	-23	101
- O=C(CS(=O)(=O)c1ccc(Cl)c(Cl)c1)Nc1ccccc1Cl
    97	93	-3	95	100	1	95	100	-2	-4	94
- C(=N\n1cnnc1)/c1cccc2ccccc12
    100	99	-14	97	107	-4	100	97	·	-6	99
- CCC(C)NC(=O)C1CCCN(C(=O)Nc2ccc(F)cc2)C1 (stereo not given)
    100	100	-4	99	98	-48	104	98	-9	-19	106
- COc1ccc(S(=O)(=O)Nc2ccccc2C(N)=O)cc1OC
    102	95	4	102	102	1	100	107	-16	-16	99
- Cc1nn(-c2ccccc2)c(C)c1C(=O)Nc1nnc(-c2ccco2)o1
    98	98	-38	100	100	2	102	99	-6	-43	102
- COC(=O)c1c(-c2cccs2)csc1NC(=O)CSc1ncnc2sc(C)c(C)c12
    101	100	-16	100	109	-3	102	98	-5	-11	101
- CCOc1ccc2nc(NC(=O)CSc3nc(SC)ns3)sc2c1
    99	96	1	99	97	-1	100	98	·	-18	96
- Cc1ccc(-c2csc3nc(SCC(N)=O)n(Cc4ccccc4)c(=O)c23)cc1
    97	99	-10	95	104	0	94	90	6	-31	98
- Cc1cc(C(F)(F)F)c(C#N)c(SCC(=O)Nc2nc3ccccc3s2)n1
    ?	?	-50	?	101	·	?	?	·	-37	?
- c1cc(N2CCCC2)ccc1C(c1nnnn1C1CCCCC1)N1CCOCC1 (stereo not given)
    101	100	41	101	99	-2	103	100	·	-24	103
- O=C(CCS(=O)(=O)c1cccs1)Nc1ccc(C(=O)NCc2cccs2)cc1
    102	101	15	101	103	-1	104	99	·	-15	101
- COCCCNc1ncnc2c1[nH]c1ccccc12
    97	97	18	98	103	-2	99	97	·	-23	100
- CC1=C(C(=O)OC(C)C)C(c2cccc(F)c2)n2ncnc2N1 (stereo not given)
    101	99	13	101	102	0	101	102	·	-9	106
- CCNC(=S)N(CCc1ccc(S(N)(=O)=O)cc1)C1CC(=O)N(c2ccccc2)C1=O (stereo not given)
    104	97	15	101	103	0	99	106	-7	-19	102
- COc1cccc(C(=O)NCC(=O)OCC(=O)C(C)(C)C)c1
    100	101	9	100	100	-3	102	98	5	-14	103
- Cc1ccc(SC(C)C(=O)Nc2c(C)n(C)n(-c3ccccc3)c2=O)cc1 (stereo not given)
    98	101	2	97	100	3	102	95	-7	-36	103
- CCc1nnc(SCC(=O)Nc2ccccc2Cl)nc1CC
    99	96	13	99	99	3	98	104	-30	-15	101
- COc1cccc(/C=N/Nc2ncnc3scc(-c4ccccc4)c23)c1O
    99	96	-42	101	101	3	96	96	·	-51	104
- CC1(C)CCCC2=C1CC1C(=O)N(Cc3cccnc3)C(=O)C1C2 (stereo not given)
    100	101	-1	101	98	-4	105	98	-7	-9	107
- CCOC(=O)C(NCc1ccc2c(c1)OCO2)(NC(=O)c1ccccc1)C(F)(F)F (stereo not given)
    101	98	-6	100	105	-3	100	101	·	-24	97
